GLP1R inv ag = inverse agonists of human GLP-1 receptor; P43220; HEK293 GLP-1R CRE-luciferase, luminescence, 24 h; GLP-1R form is constitutively active; AID 624417; Potency, µM (doses to about 38.3 µM), without a hit: at the highest dose activity change, negative = inhibition, usual class: inhibitors; 1.6% of 410,000 active; note: potency is the fitted concentration of half-maximal effect; % is set by controls: 0 for no effect and ±100 for the full control effect; nearly all actives have a fitted effect of over 55% in size
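Inverse agonism was detected as reduced cAMP-driven luciferase luminescence after 24 h compound treatment. The cells were HEK293 clones expressing constitutively active human GLP-1R with the reporter. Reporter-only and GPR119 cell lines served as counterscreen controls.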
D3 antag = antagonists of human D3 dopamine receptor; P35462; max response, negative = inhibition, %; D3R cells, DiscoveRx beta-arrestin luminescence, antagonist mode; stronger effect = lower value; 2.5% of 360,000 active; in the data active = max response below about -50%; inconclusive = no clear call, values can overlap the other calls; note: % is set by controls: 0 for no effect and ±100 for the full control effect; mostly tested at two doses, the higher about 12 µM
Target sequence (P35462 whole entry, looked up): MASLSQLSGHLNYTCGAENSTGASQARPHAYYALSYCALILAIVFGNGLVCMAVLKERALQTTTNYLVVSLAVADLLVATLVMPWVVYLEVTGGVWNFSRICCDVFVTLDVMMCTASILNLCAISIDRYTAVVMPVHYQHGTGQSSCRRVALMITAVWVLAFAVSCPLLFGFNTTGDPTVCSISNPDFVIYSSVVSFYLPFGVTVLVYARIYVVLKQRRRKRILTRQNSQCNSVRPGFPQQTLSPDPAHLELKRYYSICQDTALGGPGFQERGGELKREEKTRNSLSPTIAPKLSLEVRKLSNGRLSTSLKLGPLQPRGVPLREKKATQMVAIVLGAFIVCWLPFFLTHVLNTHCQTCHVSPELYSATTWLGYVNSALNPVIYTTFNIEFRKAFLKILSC
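Cells expressing the human receptor were seeded at 1500 cells/well, incubated overnight at 37 degrees C in 5% CO2, then exposed to library compounds with dopamine controls for 90 minutes at 37 degrees C before luminescent detection.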
D3 ag = agonists of human D3 dopamine receptor; 0.58% of 410,000 active; AID 652048; max activation, %; P35462; D3R DiscoveRx beta-arrestin cells, luminescence, 90 min; in the data active = max activation above about 30%; note: 0% is about no effect; mostly tested at two doses, the higher about 12 µM
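Cells at 1500/well, incubated overnight, then treated with pinned compounds (dopamine as control) for 90 min at 37 degrees C. DiscoveRx reagent added for 30 - 60 minutes at room temperature; luminescence read.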
KB-V1 cytotox = KB-V1 MDR subline cytotoxicity; KB-V1 MDR cells viability, CellTiter-Glo, 72 h; Potency, µM (series often up to 46.1 µM), for inactives: at the highest dose activity change, negative = cytotoxicity, actives largely listed as cytotoxic; 3.4% of 400,000 active; note: potency is the fitted concentration of half-maximal effect; % is set by controls: 0 for no effect and ±100 for the full control effect; nearly all actives have a fitted effect of over 60% in size
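Cells of the MDR subline KB-V1 are plated, dosed with compound at multiple concentrations, and incubated 72 h at 37 degrees C; CellTiter-Glo is then added and luminescence read after 10 min.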
TDP43 rescue = inhibitors of TDP-43 toxicity in yeast; Potency, µM (doses to about 46.1 µM), for inactives: at the highest dose growth rescue (activation), hits mostly activators; TDP-43 expressing yeast growth rescue, BacTiter-Glo, 24 h; 1.8% of 410,000 active; note: potency is the fitted concentration of half-maximal effect; % of control where 0% means no effect; nearly all actives have a fitted effect of over 50% in size
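Yeast cells expressing TDP-43 under galactose induction are exposed to compounds for 24 hr at 30 deg C. BacTiter-Glo luminescence measures growth, so protective compounds score as activators.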
PTHR1 ag = PTHR1 (human) receptor agonism; Q03431; HEK293 GP2 PTHR1 cells, GloSensor cAMP luminescence, 1 h; Potency, µM (highest dose often 115 µM), inactives show top-dose activation, hits mostly activators; 0.075% of 410,000 active; note: potency is the fitted concentration of half-maximal effect; nearly all actives have a fitted effect of over 55% in size; some results filed as inactive show a strong effect at the top dose; inactives centre near -15; many of its hits are not listed in these tables
Target sequence (Q03431 whole entry, looked up): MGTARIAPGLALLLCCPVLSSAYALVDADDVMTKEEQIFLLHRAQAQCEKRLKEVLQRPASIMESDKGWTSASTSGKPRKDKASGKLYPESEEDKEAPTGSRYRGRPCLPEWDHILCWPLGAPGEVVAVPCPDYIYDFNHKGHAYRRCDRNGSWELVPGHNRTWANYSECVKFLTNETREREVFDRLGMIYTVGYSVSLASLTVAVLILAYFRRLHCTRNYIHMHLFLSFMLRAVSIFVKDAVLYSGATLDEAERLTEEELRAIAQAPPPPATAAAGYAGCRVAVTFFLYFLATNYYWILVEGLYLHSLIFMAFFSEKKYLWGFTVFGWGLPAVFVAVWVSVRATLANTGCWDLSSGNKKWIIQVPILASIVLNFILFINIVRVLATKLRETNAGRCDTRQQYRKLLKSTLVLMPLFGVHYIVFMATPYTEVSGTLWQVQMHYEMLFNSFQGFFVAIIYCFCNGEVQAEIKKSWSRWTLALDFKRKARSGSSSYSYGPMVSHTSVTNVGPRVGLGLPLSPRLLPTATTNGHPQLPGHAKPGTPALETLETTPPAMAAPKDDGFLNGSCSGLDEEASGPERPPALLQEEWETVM
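HEK-293-derived GP2 cells expressing PTHR1 and a GloSensor cAMP reporter, 3,000/well, plated overnight, given luciferin plus IBMX (each 0.5 mM as added) for 1 h at 37 °C, then compound for 1 h at 37 °C. Luminescence was read after 15 min at room temperature.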
HEK293 tox = cytotoxic in the GLP-1 receptor inverse agonist counter-screen; HEK293 cAMP-luciferase reporter cells, luminescence, 24 h; Potency, µM (highest dose often 38.3 µM), inactives show at the highest dose activity change, negative = inhibition, actives largely listed as inhibitors; 0.13% of 410,000 active; AID 624418;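 note: loss of luciferase light is scored as toxicity; potency is the fitted concentration of half-maximal effect; % is set by controls: 0 for no effect and ±100 for the full control effect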
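Cells in DMEM/10% Nu serum/1% pen-strep, 1536-well format. Pre-incubated 12 h, dosed with 23 nL compound, incubated a further 24 h. Luciferase detection, 12 min at room temp, luminescence.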
GLP-1R agonist = agonists of human GLP-1 receptor; P43220; HEK293 GLP-1R CRE-luciferase, luminescence, 4-6 h; cells express a hypersensitive GLP-1R form; Potency, µM (top dose mostly 45.6 µM), for inactives: top-dose activation, hits mostly activators; 0.007% of 380,000 active; note: potency is the fitted concentration of half-maximal effect; % of control where 0% means no effect
aSyn rescue = inhibitors of alpha-synuclein toxicity in yeast; Potency, µM (titrated, usually from 46.1 µM), for the others: at the top dose growth rescue (activation), actives largely listed as activators; Yeast expressing alpha-synuclein, growth rescue, BacTiter-Glo, 24 h; 0.14% of 370,000 active; note: potency is the fitted concentration of half-maximal effect; % of control where 0% means no effect; nearly all actives have a fitted effect of over 65% in size
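Screening used galactose-induced yeast with toxic alpha-synuclein levels, exposed to compound for 24 hr at 30 deg C. Cell growth, read with BacTiter-Glo luminescence, gave the measured signal.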
The depositor's hits bear a star; i = inactive; ? = inconclusive; / = not tested or not shown; & = joins results of further samples; [ ] = another dose, or the depositor's remark. Unless noted, calls come from the whole dose curve; as a rule, active = well fitted curve in the direction sought with a large enough effect; inconclusive = small, poorly fitted or top-dose-only effect, or another doubt; inactive = no such curve, though single readings can be large; an effect the other way counts as inactive or inconclusive. A portion of the library (hit frequency here may not be typical).

Short forms: A = GLP1R inv ag; B = D3 antag; C = D3 ag; D = KB-V1 cytotox; E = TDP43 rescue; F = PTHR1 ag; G = HEK293 tox; H = GLP-1R agonist; I = aSyn rescue
CCc1nc(SCC(=O)Nc2cc(C)on2)c2c(=O)n(C)c(=O)n(C)c2n1
  A: -15%	B: -10	C: 1	D: -7%	E: 13%	F: -4%	G: 3%	H: -6%	I: -2%

CC(C)c1ccc(CN(C(=O)c2cc3ccccc3oc2=O)C2CCS(=O)(=O)C2)cc1 (stereo not drawn)
  A: -6%&5%	B: 9	C: 3&15	D: -8%&-7%	E: 18%&-25%	F: -4%&-7%	G: 7%&-1%	H: -1%	I: 11%

CC(=O)Nc1ccc(NC(=O)CC(NC(=O)c2ccccc2)c2ccccc2)cc1 (stereo not drawn)
  A: 2%	B: -13	C: -8	D: 26%	E: 3%	F: -30%	G: 5%	H: 6%	I: -8%

COc1ccc(OC)c(-c2csc(NC(=O)CSCC(=O)Nc3cc(C)on3)n2)c1
  A: -16%	B: -9	C: -3	D: -1%	E: -10%	F: -16%	G: 4%	H: 1%	I: -9%

Cc1cc(C(F)(F)F)nc(SCC(=O)c2cccc([N+](=O)[O-])c2)n1
  A: ?	B: 8	C: 0	D: -6%	E: ?	F: -30%[inhibitor]	G: 4%	H: 15%	I: 22%

CCN(Cc1ccccc1)C(=O)COC(=O)[C@@H]1CCCN1C(=O)c1cccs1
  A: -11%	B: 6	C: -6	D: 10%	E: -5%	F: -14%	G: 15%	H: 8%	I: -4%

CCOC(=O)/C(C#N)=C/c1cccc(C)c1
  A: -5%	B: 12	C: -1	D: 6%	E: -9%	F: -8%	G: 5%	H: -6%	I: -1%

CC(C)Cn1c(=O)c2c(nc3n2CCCN3CCc2ccccc2)n(C)c1=O
  A: ?	B: 52	C: 4	D: 10µM*	E: ?	F: -24%	G: -4%	H: 5%	I: 1%

Cc1ccc(C2(C(=O)N3CCC(n4nc(-c5ccccc5)oc4=O)CC3)CC2)cc1
  A: ?	B: 0	C: 0	D: -4%	E: 29%	F: -31%[inhibitor]	G: -31%	H: 15%	I: 7%

CC(=O)c1ccc(S(=O)(=O)N2CCCCC2C(=O)O)cc1 (stereo not drawn)
  A: 6%	B: -1	C: 1	D: 9%	E: 12%	F: i	G: 3%	H: -4%	I: 3%

O=C(Cc1ccccc1)NCC(=O)N1CCCC1
  A: 4%	B: 5	C: 9	D: 1%	E: -4%	F: i	G: 5%	H: -1%	I: -12%

CC(C)(C)OC(=O)Nc1ccccc1-n1nnnc1C(C(=O)c1ccc(F)cc1)N1CCN(c2ccccn2)CC1 (stereo not drawn)
  A: 14%	B: -11	C: 1	D: -20%	E: 7%	F: -11%	G: 2%	H: /	I: -9%

CCN(CC(=O)Nc1c(F)cccc1F)C(=O)CN1C(=O)C2CCCCC2C1=O (stereo not drawn)
  A: 20%	B: -5	C: 6	D: -29%	E: 15%	F: i	G: -10%	H: -5%	I: -9%

CCCCN(Cc1ccccc1)C(=O)C1CCCN(S(=O)(=O)c2cnc[nH]2)C1 (stereo not drawn)
  A: -16%	B: -11	C: 0	D: 5%	E: 20%	F: -56%[inhibitor]	G: -20%	H: 8%	I: 0%

CC1CCC(NC(=O)c2ccc3c(c2)N(Cc2ccccc2F)C(=O)c2ccccc2S3(=O)=O)CC1 (stereo not drawn)
  A: -27%	B: /	C: -3	D: -8%	E: -7%	F: -12%	G: 5%	H: -1%	I: /

CCOc1cccc(-c2cc(-c3n[nH]c(=S)n3CC)c3ccccc3n2)c1
  A: -21%	B: -18	C: -15	D: 9.2µM*	E: ?	F: 9%[57.5 µM]	G: 4%	H: 15%	I: 8%

Cc1ccccc1Nc1nc(N)nc(COC(=O)C2CCCCC2)n1
  A: 19%	B: 23	C: 2	D: 8%	E: ?	F: i	G: 2%	H: 19%	I: 6%

COc1ccc([C@H]2C[C@@H](n3cc(-c4ccc(F)cc4)nn3)[C@H](O)CN2C(=O)C2CCCCC2)cc1
  A: ?	B: -1	C: -7	D: -1%	E: -11%	F: -6%	G: -4%	H: -1%	I: 1%

COC(=O)CCCC1=CC2=CC(=O)C(C)(OC(=O)c3cccs3)C(=O)C2=CN1CCCCO (stereo not drawn)
  A: -5%	B: 5	C: 5	D: ?	E: -4%	F: -17%	G: 9%	H: 3%	I: 0%

Cc1ccc2nc3c(cc(C#N)c(=O)n3-c3nnc(SCc4ccccc4Cl)s3)c(=O)n2c1
  A: -10%	B: /	C: 4	D: 14%	E: 11%	F: i	G: 31%[activator]	H: /	I: /

O=C(CCCOc1ccccc1)NCCc1nc2ccccc2[nH]1
  A: 6%	B: 15	C: 4	D: 1%	E: 10%	F: -17%	G: 5%	H: 2%	I: 2%

CCn1c(-c2cc(-c3cc(C)ccc3C)nc3ccccc23)n[nH]c1=S
  A: 0%	B: -10	C: -1	D: -2%	E: -6%	F: i	G: -4%	H: 1%	I: -3%

COC(=O)c1ccc(-c2n[nH]c(=O)c3ccccc23)cc1
  A: 0%	B: 25	C: -1	D: -2%	E: ?	F: i	G: 38%[activator]	H: -8%	I: 5%

CN1C(=O)CC(=O)N(C)c2cc(S(=O)(=O)N(C)Cc3ccccc3)ccc21
  A: 5%&50%	B: -28	C: -5&-13	D: -2%&18%	E: 1%&4%	F: -22%	G: 4%&-3%	H: -1%	I: 4%

CCOC(=O)C1CCCN(C(=O)CCc2ccccc2)C1 (stereo not drawn)
  A: 32%[activator]	B: 8	C: -1	D: ?	E: 13%	F: i	G: 11%	H: 0%	I: 4%

Cc1ccc(O)c(NC(=S)NC(=O)c2ccc(-c3ccc(Cl)cc3)o2)c1
  A: ?	B: ?	C: -18	D: -22%	E: 25%	F: -9%	G: -8%	H: -16%	I: 7%

O=C1NC(=S)NC1=Cc1ccc(Cl)cc1Cl
  A: 9%	B: -16	C: -13	D: -1%	E: -3%	F: -43%[inhibitor]	G: -11%	H: 4%	I: 1%

CC1Oc2ccccc2N(CC(=O)Nc2ccc3c(c2)OCCO3)C1=O (stereo not drawn)
  A: 7%	B: -21	C: -4	D: 16µM*	E: -9%	F: i	G: 9%	H: -8%	I: 9%

Cc1ccc(C(=O)N2CCCC(c3nc4c(nnn4Cc4ccccc4)c(=O)[nH]3)C2)cc1 (stereo not drawn)
  A: -10%	B: 13	C: 1	D: 8%	E: -9%	F: -11%[57.5 µM]	G: -13%	H: 12%	I: -12%

Cc1ccc(C(C(=O)NC2CCCCC2)N(C(=O)CCCC(=O)Nc2ccccn2)c2ccc3c(c2)OCCO3)cc1 (stereo not drawn)
  A: -5%	B: -7	C: 4	D: 0%	E: 11%	F: -21%	G: -15%	H: 5%	I: -1%

O=C(NCc1ccccc1)c1nc2ccccc2s1
  A: 10%	B: -4	C: -5	D: 3%	E: 22µM*	F: i	G: 0%	H: 9%	I: -19%

COc1cccc(CNC(=O)C2=C(C)C(=O)OC23CCCCCC3)c1
  A: 11%	B: /	C: -8	D: 7%	E: 17%	F: ?	G: 3%	H: /	I: /

C[C@@H]1CN([C@@H](C)CO)C(=O)CCCn2nncc2CO[C@H]1CN(C)S(=O)(=O)c1cccs1
  A: 8%	B: 0	C: 2	D: 3%	E: 25%	F: i	G: -8%	H: 4%	I: 3%

CCn1c2ccccc2c2cc(NC(=O)C(=O)N3CCOCC3)ccc21
  A: ?	B: ?	C: 7	D: 0%	E: -6%	F: -2%	G: ?	H: 18%	I: 5%

COc1ccc(N2CCc3c(C)nc4c(OC)cc(OC)cc4c32)c(OC)c1
  A: -4%	B: 21	C: 4	D: ?	E: 16%	F: i	G: -14%	H: -9%	I: 9%

CCC1CCc2sc(C(=O)N3CCN(c4ccccn4)CC3)cc2C1 (stereo not drawn)
  A: ?	B: -16	C: -7	D: -28%	E: 16%	F: -2%	G: 0%	H: 8%	I: 2%

CCOC(=O)Cc1nn(Cc2ccc(Cl)cc2)c(=O)c2ccccc12
  A: 3%	B: -13	C: 1	D: -21%	E: 15%	F: -24%	G: 6%	H: 18%	I: 1%

Cc1cc(Nc2cccc(Cl)c2)c2ccccc2n1
  A: ?	B: -8	C: -5	D: ?	E: -25%	F: -7%	G: -29%	H: 5%	I: -5%

COc1cccc(-c2cc(C(F)(F)F)n3nc(C(=O)N4CCCCC4c4cccnc4)cc3n2)c1 (stereo not drawn)
  A: 78%[activator]	B: 16	C: 21	D: ?	E: -25%	F: -27%	G: 3%	H: 13%	I: 2%

Cc1c(Cl)c([N+](=O)[O-])nn1CCCC(=O)Nc1sc2c(c1C(N)=O)CCC(C)C2 (stereo not drawn)
  A: 7%	B: 5	C: 3	D: -25%	E: 18%	F: i	G: 4%	H: 1%	I: -1%

O=S(=O)(NC1c2cccc3cccc(c23)C1Sc1ncccn1)c1ccc(Cl)cc1 (stereo not drawn)
  A: ?	B: 6	C: -2	D: -6%	E: ?	F: i	G: 1%	H: -8%	I: 11%

CC(C)OC(=O)c1c(NC(=O)c2ccco2)sc2c1CCCC2
  A: 1%	B: 3	C: 4	D: 11%	E: 1%	F: i	G: 24%	H: -4%	I: 6%

Full records, looked up by structure.
Cc1c(Cl)c([N+](=O)[O-])nn1CCCC(=O)Nc1sc2c(c1C(N)=O)CCC(C)C2 (stereo not drawn) as listed: GLP1R inv ag = 7%; D3 antag = 5; D3 ag = 3; KB-V1 cytotox = -25%; TDP43 rescue = 18%; PTHR1 ag = i; HEK293 tox = 4%; GLP-1R agonist = 1%; aSyn rescue = -1%
CC1Oc2ccccc2N(CC(=O)Nc2ccc3c(c2)OCCO3)C1=O (stereo not drawn) as listed: GLP1R inv ag = 7%; D3 antag = -21; D3 ag = -4; KB-V1 cytotox = 16µM*; TDP43 rescue = -9%; PTHR1 ag = i; HEK293 tox = 9%; GLP-1R agonist = -8%; aSyn rescue = 9%
